NR2E3 ag-1 = human photoreceptor-specific nuclear receptor agonism; inhibition of corepressor binding, % at 3.98 µM; hit rate 0.35% among 360,000; Q9Y5X4; AID 602229; CHO-S Gal4-NCOR/VP16-NR2E3 two-hybrid, luciferase;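 active means inhibition above the mean of all tested compounds plus 3 SD, cut at about 70% in these data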;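 further: 0% = DMSO with NR2E3 transfected cells and 100% = cells lacking NR2E3 construct; higher means lower luciferase signal from less NR2E3 corepressor binding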
Target sequence (Q9Y5X4 whole entry, looked up, the tested form may be a part): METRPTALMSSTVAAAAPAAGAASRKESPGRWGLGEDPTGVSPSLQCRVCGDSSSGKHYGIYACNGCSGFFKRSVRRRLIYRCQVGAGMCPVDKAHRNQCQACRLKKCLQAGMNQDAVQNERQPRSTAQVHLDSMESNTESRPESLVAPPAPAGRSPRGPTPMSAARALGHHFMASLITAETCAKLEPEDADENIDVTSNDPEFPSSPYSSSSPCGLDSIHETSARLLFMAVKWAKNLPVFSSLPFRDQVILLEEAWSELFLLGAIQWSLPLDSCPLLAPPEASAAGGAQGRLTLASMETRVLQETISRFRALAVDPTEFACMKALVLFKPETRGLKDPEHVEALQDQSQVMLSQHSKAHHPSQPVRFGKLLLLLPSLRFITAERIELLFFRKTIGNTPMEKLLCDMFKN
TRAIL sens C8 = sensitizes caspase-8 expressing cells to TRAIL. NB7+C8 cells + TRAIL, ATPlite viability luminescence. inhibition (viability loss, TRAIL sensitization), % at 10 µM. hit rate 1% among 360,000. AID 624354;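 active means compounds causing at least 50% loss of cell viability in the single-dose screen, relative to plate controls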
MITF TRPM1 inh = reduces MITF-dependent TRPM1 promoter luciferase signal | hit rate 0.83% among 330,000 | inhibition, % at 12.5 µM | SK-MEL-5 TRPM1 promoter luciferase, 24 h | AID 488899;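 active means mean inhibition across replicates of 60% or more, whatever share of single replicates reaches that level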; further: values of inactives mirror those of a sister screen read the other way
TROY NFkB inh = blocks TROY-dependent signaling in reporter cells; Q293 LMP1-TROYcd NF-kB luciferase reporter, 4 h; hit rate 0.98% among 360,000; inhibition, % at 10 µM; AID 1347056;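 active means compounds whose plate-normalised and pattern-corrected inhibition of the luciferase reporter signal at the single screening dose is 50% or more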
TWEAK Fn14 block = blocks TWEAK-Fn14 interaction in a reporter cell assay. TWEAK-stimulated Fn14 reporter cells, luciferase luminescence, 8 h. inhibition, % at 10 µM. hit rate 2% among 360,000. AID 1159606; in the data active means inhibition above about 50%
HIF-2a inh = HIF-2a inhibition; AID 624352; 786-0 RCC cells HIF-2a reporter, luciferase luminescence, overnight; hit rate 0.72% among 360,000; inhibition, % at 18.8 µM;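 active means inhibition of the luminescence signal of 40% or more relative to plate controls, in a single-dose primary screen at 18.75 µM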
CF NFkB block = cystic fibrosis NF-kB activation inhibition; inhibition, % at 5 µM; AID 588850; hit rate 0.86% among 360,000; KKLEB NF-kB-GFP reporter, PAF-induced, GFP fluorescence overnight;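 active means at least 50% inhibition at 5 µM, scaled per plate between neutral and stimulator controls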;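 further: PAF is a Pseudomonas aeruginosa culture filtrate used as stimulus; plate controls were PAF-stimulated DMSO wells for no effect and unstimulated DMSO wells for full effect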
NR2E3 ag-2 = NR2E3 (human) agonism | GST-NR2E3/biotin-RetCOR TR-FRET, 1536-well | AID 2300 | hit rate 0.12% among 320,000 | inhibition of corepressor binding, % at 4.78 µM | Q9Y5X4;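 active means percent inhibition above the cutoff of mean plus 3 SD of all tested compounds, set per screening campaign, cut at about 20% in these data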;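 further: 0% = DMSO wells and 100% = biotin wells as full block of FRET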
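Material – GST-tagged NR2E3 plus biotinylated RetCOR corepressor · Quantity – NR2E3 fusion 1.35 nM · Times – 5 h incubation at 4 °C · Medium – pH 7.5 Tris-based buffer · Technique – TR-FRET, Eu(K)-anti-GST donor, streptavidin-D2 acceptor, ex 340, em 617/671 nm · Benchmarks – high control biotin, low control 0.6% DMSO · Format – 1536-well plates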
Shn3 3UTR inh = Schnurri-3 reporter inhibition in Clone20 osteoblasts; Clone20 osteoblast Shn3 3'UTR firefly luciferase, 24 h; inhibition, % at 12.5 µM; hit rate 0.52% among 360,000; AID 588674;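 active means mean inhibition of at least 75% with every replicate also reaching 75%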;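 further: 0% = median of neutral control wells and 100% = pilot-screen positive control compound; some compounds past the cut are filed as inactive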
KKLEB cytotox = reduces viability of KKLEB cystic fibrosis airway cells | KKLEB CF airway cells viability, ATPlite luminescence, overnight; hits give low values; cells stimulated with P. aeruginosa culture filtrate | hit rate 0.36% among 360,000 | AID 602141 | activity change (cytotoxicity), % at 5 µM;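 active means corrected activity change at or below -50% at 5 µM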
Peg3 prom inh = inhibitors of Peg3 promoter. inhibition, % at 20 µM. HeLa PEG-Prom luciferase reporter, luminescence, overnight. hit rate 1.7% among 360,000;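 active means inhibition of at least 50% at 20 µM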
Active calls of the source: *; . = not tested or not shown. An excerpt, so the mix of outcomes need not match the whole.

Second line of a record: NR2E3 ag-1	TRAIL sens C8	MITF TRPM1 inh	TROY NFkB inh	TWEAK Fn14 block	HIF-2a inh	CF NFkB block	NR2E3 ag-2	Shn3 3UTR inh	KKLEB cytotox	Peg3 prom inh
O=S(=O)(c1ccccc1)N(CC1CO1)c1cccc2ccccc12 (stereo unspecified)
    -29	6	17	-6	6	18	7	0	7	-4	28
CCN(CC)S(=O)(=O)c1ccc(C)c(NC(=O)/C=C/c2cccs2)c1
    6	15	12	12	5	10	12	-1	28	6	22
O=c1[nH]c2cc(Cl)ccc2c(O)c1-c1cccc(Oc2ccccc2)c1
    -14	-5	-4	11	8	-2	-16	-1	10	5	-10
O=C(Nc1cccc(-c2ccc3nncn3n2)c1)c1ccco1
    -15	1	-4	6	-17	3	10	2	4	4	-17
CCN1C[C@@H]2[C@@H]3C(=O)N(Cc4ccccc4)C(=O)[C@@H]3[C@](CC)(C1=O)N2C(=O)c1ccc(Cl)c(Cl)c1
    8	0	3	2	14	14	2	.	2	-9	6
CCOc1ccccc1C1C(C#N)=C(N)Nc2onc(-c3ccccc3)c21 (stereo unspecified)
    -25	-3	5	7	13	26	4	-1	-7	2	-10
COc1ccc(S(=O)(=O)N2CCC(C(=O)NCCC(=O)Nc3cccc(OC)c3)CC2)cc1
    6	0	3	-4	-6	3	-4	2	4	-3	1
Cc1ccc(OCCNC(=O)C2CCCCC2)cc1
    -23	-3	-6	-11	-13	-12	1	6	-2	17	3
O=C1COc2ccc(S(=O)(=O)NCc3ccc(Cl)cc3)cc2N1
    -21	-7	3	-4	11	16	13	2	-13	-1	14
Cc1ccccc1NC(=O)c1cccc(N2C(=O)C3C4CCC(C4)C3C2=O)c1 (stereo unspecified)
    3	-4	1	2	17	7	4	-1	1	10	-5
COc1ccccc1N1CCN(C(=O)c2ccc(S(=O)(=O)N3CCCCCC3)cc2)CC1
    26	3	13	-13	3	14	11	-2	19	-5	12
O=C(c1cc(-c2ccncc2)nc2ccc(Br)cc12)N1CCN(c2ccccn2)CC1
    10	-1	-16	13	42	-4	-16	-3	12	-19	29
Cc1csc(NC(=O)CSc2nnc(-c3ccncc3)n2C)n1
    -6	0	-3	20	0	-3	-5	6	-13	1	2
COC(=O)COc1ccc(S(=O)(=O)Nc2ccc(C(N)=O)cc2)cc1
    -9	13	8	-4	-6	-15	-10	6	14	15	15
Cc1ccc(S(=O)(=O)Cn2nnnc2C(C(C)C)N2CCN(Cc3ccco3)CC2)cc1 (stereo unspecified)
    -2	0	-12	-11	13	6	16	2	25	-5	12
CC(C)Cc1nnc(NC(=O)CCC(=O)N2CCN(c3ccccn3)CC2)s1
    -8	-32	3	-11	0	2	8	2	-12	2	2
CCC(=O)Nc1cccc(NC(=O)c2ccc(C)cc2Cl)c1
    -48	15	-26	-27	-20	-144	-9	3	-13	2	-82
COc1ccc(CSc2nnc(C)s2)cc1F
    -35	6	-45	-58	-6	-179	3	3	-10	-11	-128
O=C1c2cc(S(=O)(=O)NCCO)ccc2-c2ccc(S(=O)(=O)NCCO)cc21
    -14	-13	-5	10	-6	4	-3	1	12	11	1
O=C(CSc1nnc(-c2ccccc2)n1Cc1ccccc1)N1CCCC1
    -2	-8	4	8	0	13	10	-3	19	-7	16
CC1(C(=O)NS(=O)(=O)c2ccc(Br)cc2)CCN1C(=O)CCc1ccccc1 (stereo unspecified)
    -8	-9	.	1	9	6	-21	.	-45	-2	4
Cc1ccccc1C(=O)Nc1c(C(=O)N2CCN(C)CC2)cnn1-c1ccccc1
    6	-12	-5	4	9	11	12	1	5	-5	14
CC1CCN(CCC(=O)N/N=C/c2ccc([N+](=O)[O-])cc2)CC1
    -13	1	-4	20	0	13	-5	0	-4	-3	13
O=C(Nn1c(C2CCCCC2)nc2ccccc2c1=O)c1ccc([N+](=O)[O-])cc1
    -12	12	-3	3	1	18	-15	6	-27	5	15
COc1cccc(NC(=O)CN(C)C(=O)c2ccc(NS(=O)(=O)c3ccc(F)cc3)cc2)c1
    -16	10	-16	-15	5	12	14	0	8	-10	-2
O=C(Cc1ccc(NC(=O)C2CCCN(C(=O)C3CC3)C2)cc1)Nc1ccc(C(=O)N2CCOCC2)cc1 (stereo unspecified)
    -43	-9	-17	-6	12	12	2	.	-5	10	-10
CCn1cc(C(=O)OCC(=O)N2C(C)CCCC2C)c(=O)c2ccc(C)nc21 (stereo unspecified)
    -2	-2	9	-5	37	13	-1	-2	0	16	9
Cc1c(N(CC(=O)O)S(=O)(=O)c2ccccc2)c(=O)n(-c2ccccc2)n1C
    -22	-4	-4	6	4	17	-2	-3	-50	5	20
CN1CCN(c2ccc(CNS(=O)(=O)c3ccsc3)cc2)CC1
    -21	1	.	3	33	-14	-13	-1	0	12	5
CSc1ccc(CN(C)CC(=O)Nc2cccc(Br)c2)cc1
    -1	-1	0	-3	-9	7	9	-3	19	0	7
COc1ccc(NC(=O)CN(C)C(=O)c2ccc(C)c(S(=O)(=O)N3CCCCC3)c2)cc1
    7	-14	4	9	-7	6	-1	.	-7	-2	-4
CC1CCCC(C)N1/N=C/c1ccccc1C(=O)O (stereo unspecified)
    14	-17	12	7	-4	22	7	2	-7	-5	11
Cc1cnc([N+](=O)[O-])n1CCOC(=O)NC(=O)c1ccc(F)cc1
    6	0	8	-3	34	13	2	1	14	11	-3
Cc1cc(C)n2nc(SCC(=O)N/N=C/c3ccccc3F)nc2n1
    10	4	-2	-44	-11	10	4	1	2	-12	5
Cc1c(C(=O)N2CCC3(CC2)CC(=O)c2ccccc2O3)cccc1[N+](=O)[O-]
    -12	-12	13	-5	19	12	-8	-2	26	2	1
O=C(CCSc1ccc(Cl)cc1)N1CCN(S(=O)(=O)c2ccccc2)CC1
    -7	-2	7	19	-16	6	21	2	20	16	24
CC1(C)CC(=O)C(Sc2ccccc2[N+](=O)[O-])=C(O)C1
    -23	-1	5	7	-5	5	9	2	-13	-29	11
CCCC1=NN(C(=O)C(=O)Nc2ccc(Br)cc2)C(O)(C(F)(F)F)C1 (stereo unspecified)
    -14	2	0	42	32	3	27	2	14	2	6
Cc1ccc(F)c(CNC(=O)C2CCC(=O)N(CCN3CCOCC3)C2)c1F (stereo unspecified)
    -11	-31	0	-10	5	0	-3	-4	-9	0	-11
COC(=O)CCC(=O)Nc1cccc(Br)c1
    -12	-8	-5	-1	-2	18	12	1	-5	-5	11
Cc1ccc(S(=O)(=O)CCOC(=O)CNC(=O)OCc2ccccc2)cc1
    -12	5	.	-10	-7	-6	-2	.	-12	0	-11
O=C(COc1ccc2c3c(c(=O)oc2c1)CCC3)Nc1ccc(CCO)cc1
    -16	-4	2	-6	-13	-2	2	-40	11	-10	4
CCOC(=O)/C(C#N)=C1/C=CN(c2ccc(C)cc2)C=N1
    -55	5	-58	-51	-37	-159	-1	1	-57	-7	-161
Cc1cc(Cn2nc(C(=O)NCC3CC3)cc2-c2ccccc2)on1
    -8	2	-4	5	-19	7	-25	3	-10	2	7
CCNC(=O)COC(=O)CCNC(=O)c1cccc(C)c1
    -10	2	-1	-26	5	-7	1	2	-15	14	-2
CCCN(CC1CC1)S(=O)(=O)c1ccc(-n2cnnn2)c(OC)c1
    -3	-28	3	1	-18	6	6	3	-8	-11	11
CCCC(=O)Nc1nc2ccc(NC(=O)c3c(F)c(F)c(OC)c(F)c3F)cc2s1
    -12	13	19	29	-3	-3	20	0	32	-7	23
C[C@H]1CN(S(=O)C(C)(C)C)[C@H](CCO)/C1=C\CCO (stereo partly specified)
    -14	-1	-2	-10	6	-3	-25	.	-7	8	6
CC[C@H](C)[C@@H]1NC(=O)c2cc([N+](=O)[O-])cc(F)c2NCCCC[C@@H](C(N)=O)NC(=O)[C@H](CC(N)=O)NC1=O
    -9	-8	-5	7	5	-7	-4	1	-7	4	-48
CC(=O)Nc1ccc(-c2ccnc3c2CC(C(=O)NCCc2ccccc2)O3)cc1 (stereo unspecified)
    0	3	.	-14	1	5	-13	.	-22	4	7
N#Cc1c(/N=C/N2CCCC2)oc(-c2ccccc2)c1-c1ccccc1
    -40	-19	6	52*	1	-108	-2	0	-9	-3	-173
CCOC(=O)C(Cc1ccccc1)c1ccnc2ncnn12 (stereo unspecified)
    11	-1	2	5	9	17	1	-2	27	-18	10
Cc1ccc(S(=O)(=O)NC[C@H]2O[C@@H](n3cnc4c(N)ncnc43)[C@H](O)[C@@H]2O)cc1
    -26	0	.	8	-1	-8	-25	.	-1	-9	-16
Cc1ccc(C)c(Nc2nc3ccccc3[nH]2)c1
    8	-7	5	18	-22	-8	10	.	3	5	23
COc1ccc(-c2cc(C(=O)Nc3ccc(C)c(N)c3)c3ccccc3n2)cc1
    -17	10	-61	-29	-22	-191	6	1	-13	-4	-83
N#CC(c1ccccc1O)N1N=C(c2ccccc2)CC1c1ccccc1 (stereo unspecified)
    -42	2	-30	-37	1	-162	12	-2	.	7	-188
COc1cc(C(=O)NC2CCN(Cc3nnnn3Cc3cccs3)CC2)cc(OC)c1OC
    -12	-13	3	3	-1	5	8	-3	0	9	-52
Cc1ccc(S(=O)(=O)/N=C(/Nc2ccc([N+](=O)[O-])cc2[N+](=O)[O-])c2ccccc2)cc1
    33	4	-7	-7	2	-23	33	.	13	3	26
N#Cc1sc2nc3c(c(-c4cccnc4)c2c1N)CCC3
    -27	-30	-16	-13	-49	-31	-43	-1	3	-4	24
Cc1cc(C)n(-c2nc(SCC(=O)O)c3c4c(sc3n2)COC(C)(C)C4)n1
    -36	-4	-11	-1	-5	9	-4	0	1	2	21

(more compounds)
Second line of a record: NR2E3 ag-1	TRAIL sens C8	MITF TRPM1 inh	TROY NFkB inh	TWEAK Fn14 block	HIF-2a inh	CF NFkB block	NR2E3 ag-2	Shn3 3UTR inh	KKLEB cytotox	Peg3 prom inh
Cc1onc(-c2c(F)cccc2Cl)c1C(=O)NC1CCSC1=O (stereo unspecified)
    -17	-19	-7	-5	-9	8	-4	1	-3	0	17
Cc1nn(C)c(C)c1CNC(=O)Nc1ccc(Cl)cc1
    -52	19	-60	-39	0	-196	-22	-1	-58	17	-176
O=C(CN1CCN(C(=O)c2cccc(S(=O)(=O)N3CCCC3)c2)CC1)Nc1cccc(F)c1
    4	2	3	-19	3	2	-13	.	16	29	33
COc1ccc(CCNC(=O)C2CCN(S(=O)(=O)c3ccc(OC)c(OC)c3)CC2)cc1
    -9	0	2	-1	10	13	-5	2	13	7	-14
CCS(=O)(=O)N1CCCC(C(=O)NCCCN2CCCC2=O)C1 (stereo unspecified)
    -25	8	5	.	64*	6	0	1	-2	-2	5

High-throughput results from PubChem.
